Screens deposited in PubChem BioAssay by National Center for Advancing Translational Sciences (NCATS).
PTHR1 agonist = qHTS for PTHR1 Agonists: Primary Screen. HEK293 GP2 PTHR1 cells, GloSensor cAMP luminescence, 1 h. 0.075% of 410,000 active. Potency, µM (series often up to 115 µM), without a hit: at the highest dose activation, usual class: activators. Parathyroid hormone/parathyroid hormone-related peptide receptor (Homo sapiens), Q03431; further: potency means the concentration at half of the fitted maximal effect; nearly all actives have a fitted effect of over 55% in size; some results filed as inactive show a strong effect at the top dose; inactives centre near -15; many of its hits are not listed in these tables
Target sequence (Q03431 whole entry, looked up): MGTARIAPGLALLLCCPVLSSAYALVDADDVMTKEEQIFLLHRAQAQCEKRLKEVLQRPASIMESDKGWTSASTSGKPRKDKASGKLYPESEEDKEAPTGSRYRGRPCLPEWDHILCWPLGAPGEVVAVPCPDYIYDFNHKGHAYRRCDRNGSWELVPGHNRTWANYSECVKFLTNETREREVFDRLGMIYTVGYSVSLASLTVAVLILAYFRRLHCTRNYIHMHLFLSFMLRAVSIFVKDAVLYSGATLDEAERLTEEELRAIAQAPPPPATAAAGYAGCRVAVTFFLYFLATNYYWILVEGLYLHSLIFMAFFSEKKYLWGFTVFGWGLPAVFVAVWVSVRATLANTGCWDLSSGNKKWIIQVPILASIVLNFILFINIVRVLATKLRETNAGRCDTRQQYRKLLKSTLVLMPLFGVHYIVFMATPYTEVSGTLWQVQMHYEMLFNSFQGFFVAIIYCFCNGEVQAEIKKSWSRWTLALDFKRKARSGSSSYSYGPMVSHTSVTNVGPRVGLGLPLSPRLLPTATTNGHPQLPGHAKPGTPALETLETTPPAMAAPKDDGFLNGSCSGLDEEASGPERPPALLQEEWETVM
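HEK-293-derived GP2 cells expressing PTHR1 and a GloSensor cAMP reporter, 3,000/well, plated overnight, given luciferin plus IBMX (each 0.5 mM as added) for 1 h at 37 °C, then compound for 1 h at 37 °C. Luminescence was read after 15 min at room temperature.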
KB-V1 cytotox = qHTS assay for MDR1-selective chemotherapeutics: Primary screen using the drug-selected MDR subline cells KB-V1; KB-V1 MDR cells viability, CellTiter-Glo, 72 h; Potency, µM (doses to about 46.1 µM), for the others: top-dose activity change, negative = cytotoxicity, usual class: cytotoxic; 3.4% of 400,000 active; further: potency means the concentration at half of the fitted maximal effect; on the % scale 0 is the no-effect control and ±100 the full control effect; nearly all actives have a fitted effect of over 60% in size
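Following 72 h at 37 degrees C with compound, KB-V1 cell viability was read by CellTiter-Glo luminescence, medium being phenol-red-free DMEM plus 10% FBS; concentration-response parameters came from normalized, curve-fitted qHTS data.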
GLP-1R inv ag = qHTS of GLP-1 Receptor Inverse Agonists (Inhibition Mode). HEK293 GLP-1R CRE-luciferase, luminescence, 24 h; GLP-1R form is constitutively active. 1.6% of 410,000 active. Potency, µM (titrated, usually from 38.3 µM), without a hit: top-dose activity change, negative = inhibition, usual class: inhibitors. Glucagon-like peptide 1 receptor (Homo sapiens), P43220. AID 624417, 2012; further: potency means the concentration at half of the fitted maximal effect; on the % scale 0 is the no-effect control and ±100 the full control effect; nearly all actives have a fitted effect of over 55% in size
Target sequence (P43220 whole entry, looked up): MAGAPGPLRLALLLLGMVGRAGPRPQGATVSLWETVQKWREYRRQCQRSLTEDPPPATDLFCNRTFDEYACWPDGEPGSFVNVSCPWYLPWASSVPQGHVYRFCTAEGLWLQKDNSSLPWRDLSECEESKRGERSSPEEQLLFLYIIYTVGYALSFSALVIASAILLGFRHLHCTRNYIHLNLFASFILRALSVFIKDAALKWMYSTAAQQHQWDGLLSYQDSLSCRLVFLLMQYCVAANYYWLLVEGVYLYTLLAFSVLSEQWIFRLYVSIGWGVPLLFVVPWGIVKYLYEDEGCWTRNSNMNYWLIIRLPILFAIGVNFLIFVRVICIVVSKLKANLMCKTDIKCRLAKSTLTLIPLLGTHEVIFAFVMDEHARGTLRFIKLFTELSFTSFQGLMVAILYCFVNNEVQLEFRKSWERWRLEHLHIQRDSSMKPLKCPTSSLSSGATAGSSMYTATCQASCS
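Inverse agonists were sought by their lowering of basal cAMP reporter luciferase output in HEK293 cells stably carrying constitutively active human GLP-1R, after 24 h compound treatment.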
TDP43 rescue = qHTS of TDP-43 Inhibitors. Potency, µM (series often up to 46.1 µM), for inactives: at the top dose growth rescue (activation), usual class: activators. TDP-43 expressing yeast growth rescue, BacTiter-Glo, 24 h. 1.8% of 410,000 active; further: potency means the concentration at half of the fitted maximal effect; % of control where 0% means no effect; nearly all actives have a fitted effect of over 50% in size
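Galactose-induced TDP-43 yeast, OD600=0.02, compound pinned; 24 hr, 30 deg C; BacTiter-Glo luminescence for growth. Inhibitors of TDP-43 toxicity read as activators.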
GLP1R cytotox = qHTS of GLP-1 Receptor Inverse Agonists: Cytotox Screen. HEK293 cAMP-luciferase reporter cells, luminescence, 24 h. 0.13% of 410,000 active. Potency, µM (highest dose often 38.3 µM), without a hit: at the top dose activity change, negative = inhibition, hits mostly inhibitors;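 further: loss of luciferase light is scored as toxicity; potency means the concentration at half of the fitted maximal effect; on the % scale 0 is the no-effect control and ±100 the full control effect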
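Cells in DMEM/10% Nu serum/1% pen-strep, 1536-well format. Pre-incubated 12 h, dosed with 23 nL compound, incubated a further 24 h. Luciferase detection, 12 min at room temp, luminescence.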
GLP1R ag = qHTS of GLP-1 Receptor Agonists; HEK293 GLP-1R CRE-luciferase, luminescence, 4-6 h; cells express a hypersensitive GLP-1R form; Potency, µM (top dose mostly 45.6 µM), for the others: at the highest dose activation, actives largely listed as activators; Glucagon-like peptide 1 receptor (Homo sapiens), P43220; 0.007% of 380,000 active; further: potency means the concentration at half of the fitted maximal effect; % of control where 0% means no effect
D3 antag = qHTS of D3 Dopamine Receptor Antagonist: qHTS. 2.5% of 360,000 active. max response, negative = inhibition, %. D(3) dopamine receptor (Homo sapiens), P35462. D3R cells, DiscoveRx beta-arrestin luminescence, antagonist mode; hits give low values; in the data active means max response below about -50%; inconclusive means no clear call, values can overlap the other calls; further: on the % scale 0 is the no-effect control and ±100 the full control effect; mostly tested at two doses, the higher about 12 µM
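Cells plated overnight at 1500 cells/well, then exposed to library compounds with dopamine controls for 90 minutes at 37 degrees C. DiscoveRx reagent added for 30–60 minutes at room temperature; luminescence read, quantitative HTS format.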
aSyn rescue = qHTS of alpha-syn Inhibitors; Yeast expressing alpha-synuclein, growth rescue, BacTiter-Glo, 24 h; Potency, µM (top dose mostly 46.1 µM), inactives show at the highest dose growth rescue (activation), actives largely listed as activators; 0.14% of 370,000 active; AID 652106, 2013; further: potency means the concentration at half of the fitted maximal effect; % of control where 0% means no effect; nearly all actives have a fitted effect of over 65% in size
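Screening used galactose-induced yeast with toxic alpha-synuclein levels, exposed to compound for 24 hr at 30 deg C. Cell growth, read with BacTiter-Glo luminescence, gave the measured signal.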
D3 ag = qHTS of D3 Dopamine Receptor Agonist: qHTS. D(3) dopamine receptor (Homo sapiens), P35462. D3R DiscoveRx beta-arrestin cells, luminescence, 90 min. max activation, %. 0.58% of 410,000 active; in the data active means max activation above about 30%; further: 0% is about no effect; mostly tested at two doses, the higher about 12 µM
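Agonist-mode cell screen: cells plated at 1500/well and incubated overnight at 37 °C, then exposed to library compounds for 90 min at 37 °C. Detection reagent was added for 30–60 min at room temperature, and luminescence was read.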
* marks the source's active call; other numbers are inactive results; i = inactive; ? = inconclusive; · = not tested or not shown; & = joins results of further samples; [ ] = remark or other dose. Unless noted, the call rests on the fitted dose curve; in most records, active means well fitted curve in the direction sought with a large enough effect; inconclusive means small, poorly fitted or top-dose-only effect, or another doubt; inactive means no such curve, though single readings can be large; an effect the other way counts as inactive or inconclusive.

SMILES | PTHR1 agonist | KB-V1 cytotox | GLP-1R inv ag | TDP43 rescue | GLP1R cytotox | GLP1R ag | D3 antag | aSyn rescue | D3 ag
COc1ccc(C(C#N)N2N=C(c3ccccc3)CC2c2ccccc2)cc1OC (stereo unspecified) | -27% | 4% | ? | -3% | -4% | 0% | -3 | 7% | -4
COc1cccc(-c2cc(C(F)(F)F)n3nc(C(=O)Nc4c(C)n(C)n(-c5ccccc5)c4=O)cc3n2)c1 | -17% | -21% | 36% | 5% | 11% | 9% | -5 | -4% | 5
Cc1ccnc(NC(=O)CCNC(=O)c2ccc(Cl)cc2)c1 | -44%[inhibitor] | -25% | ? | -6% | -17% | -5% | 1 | 7% | -7
CCOc1ccc(S(=O)(=O)NCc2ccc(OC)cc2)c2cccnc12 | i | -6% | 18% | -8% | 5% | -3% | -20 | -3% | -2
CCN=C1S/C(=C/c2ccc(-c3ccc(F)cc3)o2)C(=O)N1CC | -17% | -25% | 76%[activator] | ? | 5% | 7% | 18 | 4% | 16
O=C(O)C1CCCCC1C(=O)NCc1ccc2c(c1)OCO2 (stereo unspecified) | i | 12% | 6% | -15% | -7% | 10% | 4 | -3% | 16
Cc1ccc(NS(=O)(=O)c2c(C)nc3sc(C)c(C)n3c2=O)cc1F | i | 1% | -13% | 28% | 1% | · | · | · | 3
COc1ccc(NC(=O)C(C)(C)Oc2ccc(Cl)cc2)cn1 | i | 15µM* | -37% | 20% | -8% | -3% | -15 | -11% | 5
COc1cc2c(cc1OC)/C(=C/C(C)=O)OC2 | i | 2% | 29% | 11% | -5% | · | 2 | 8% | 2
COc1ccc(-c2nsc(SCC(=O)NCc3ccc4c(c3)OCO4)n2)cc1 | -25% | -28% | 7% | -2% | -10% | 0% | -2 | 2% | -15
CCC(CC)C(=O)c1c[nH]c(C(=O)NCCCn2ccnc2)c1 | -32%[inhibitor] | -6% | 0% | 16% | 8% | -6% | 20 | -20% | 2
O=C(CSc1nnc(Cc2csc(Nc3cccc(Cl)c3)n2)o1)N1CCc2ccccc21 | -14%[57.5 µM] | ? | ? | -9% | -26% | 1% | 50 | 15%&-6% | 7

Overlap with the part before: 3 compounds, then new ones.
SMILES | PTHR1 agonist | KB-V1 cytotox | GLP-1R inv ag | TDP43 rescue | GLP1R cytotox | GLP1R ag | D3 antag | aSyn rescue | D3 ag
COc1ccc(-c2nsc(SCC(=O)NCc3ccc4c(c3)OCO4)n2)cc1 | -25% | -28% | 7% | -2% | -10% | 0% | -2 | 2% | -15
CCC(CC)C(=O)c1c[nH]c(C(=O)NCCCn2ccnc2)c1 | -32%[inhibitor] | -6% | 0% | 16% | 8% | -6% | 20 | -20% | 2
O=C(CSc1nnc(Cc2csc(Nc3cccc(Cl)c3)n2)o1)N1CCc2ccccc21 | -14%[57.5 µM] | ? | ? | -9% | -26% | 1% | 50 | 15%&-6% | 7
Cc1cc(OCC(=O)Nc2c(C(C)C)cccc2C(C)C)no1 | -3% | 0% | ? | 14% | 1% | 5% | -1 | 0% | -1
CN(C)C(=O)CCc1ccc2c3c([nH]c2c1)[C@]1(CCC2CCCC2)[C@@H](C(=O)N2CCOCC2)C[C@H](CC(=O)NCCC2=CCCCC2)C(=O)N1CC3 | -1% | 0% | ? | 21% | -10% | -3% | 34 | 0% | -12
O=C(Nc1ccc(Cl)c(Cl)c1)OCc1cnc(Cl)s1 | -23% | -2% | -25% | -19% | -18% | -22% | -22 | -13% | -1
CC(Sc1nnc(-c2cccs2)n1N)C(=O)NCC1CCCO1 (stereo unspecified) | -4% | 0% | 16% | -11% | -2% | 1% | 10 | -1% | -6
CCC1=C(c2ccc(C)cc2)S(=O)(=O)N=C1N1CCC(C(=O)NCCCN2CCCCC2C)CC1 (stereo unspecified) | -10% | -8% | 3% | -1% | 2% | 6% | -14 | 1% | -6
COc1cccc(OC)c1C(=O)N1CCN(Cc2ccccc2C)CC1 | i | 4% | 0% | 4% | 1% | 3% | -14 | -1% | 1
C#CCOC(=O)/C(=C/C=C/c1ccccc1)NC(=O)c1ccccc1 | -9% | 2% | -14% | 0% | -7% | 1% | 13 | -12% | -3
CC1CCc2c(sc(NC(=O)COC(=O)c3ccc(NC(=O)CC#N)cc3)c2C#N)C1 (stereo unspecified) | -6% | -2% | -26% | -17% | -25% | 25% | -12 | 0% | -3
COc1cc(C(=O)NCC(c2ccco2)S(=O)(=O)c2cccs2)cc(OC)c1OC (stereo unspecified) | i | 0% | 19% | 20% | -1% | · | · | · | 2
CCOC(=O)C1CCN(S(=O)(=O)c2ccc(Cl)s2)CC1 | -13% | 6% | -25% | -12% | 16% | 6% | ? | 13% | -12
Cn1sc(NC(=O)c2ccc(Cl)cc2)nc1=O | -33%[inhibitor][57.5 µM] | -18% | 5% | -20% | 0% | -7% | 28 | -4% | 12
CC(Oc1ccc(Cl)cc1Cl)C(=O)NC1CCSC1=O (stereo unspecified) | -6% | 12% | 5% | 14% | -7% | 0% | -75* | -7% | -6
CCCn1cc(S(=O)(=O)CC(=O)NC2CCCCC2)c2ccccc21 | -2%[57.5 µM] | -30% | -19% | 0% | 5% | -1% | -66* | 2% | -25
CCOC(=O)[C@]12CCC=C1N(CCC1=CCCCC1)C(=O)[C@H](CC(=O)N1CCN(C(=O)c3ccco3)CC1)C2 | i | -28% | -6% | 23% | 6% | 5% | 1 | 1% | 4
CC1(C)Cc2ccccc2-c2nc(CN3CCOCC3)[nH]c(=O)c21 | i | -20% | 0% | 17% | 2% | 2% | 8 | -1% | 0
CCCCNC(=O)CC(C(=O)N1CCc2ccccc21)n1ccnc1 (stereo unspecified) | -23%[57.5 µM] | 9% | -2% | -8% | 1% | 7% | -19 | 3% | -8
O=S(=O)(Nc1nc(SCc2ccc(Cl)cc2)n[nH]1)c1ccc(F)cc1 | -40%[inhibitor] | -33% | ? | 20µM* | -9% | 6% | -4 | 0% | 5
O=C(CN1C(=O)c2ccc([N+](=O)[O-])cc2C1=O)NCc1ccco1 | i | 1% | 1% | -12% | -13% | -3% | 0 | -5% | 5
Cc1ccc2oc(C(=O)NCc3ncc(C)[nH]3)c(C)c2c1 | i | ? | ? | -7% | -27% | 10% | -28 | -5% | -14
COC(=O)[C@@H](NC(=O)Nc1ccc2c(c1)OCCO2)C(C)C | -1%[57.5 µM] | 16% | 3% | -3% | 4% | -25% | 20 | 0% | 2
Cc1c(C(=O)NC2CCCc3ccccc32)oc2ccc(S(=O)(=O)N3CCOCC3)cc12 (stereo unspecified) | i | 10% | 8% | 9% | -6% | -1% | 5 | 2% | 0
COc1ccc(NC(=O)COC(=O)c2c3c(nc4ccccc24)CCCC3)cc1 | -30%[57.5 µM] | ? | ? | 16% | -14% | -18% | -17 | -6% | 5
Cc1c(C(=O)NCc2ccccn2)sc(=O)n1Cc1ccc(-c2ccccc2)cc1 | -90%[inhibitor] | ? | ? | ? | -18% | 3% | 7 | -5% | 2
CCOc1ccc(CC2CCC(=O)NC2=O)cc1 (stereo unspecified) | i | -9% | 15% | -2% | 3% | 4% | -2 | -1% | -3
COc1ccc2c(Sc3ccc(C)cc3)c(C(=O)NC(C)c3ccccc3)[nH]c2c1 (stereo unspecified) | i | 1% | -22% | 4% | 7% | · | · | · | 6
CCC(C(=O)O)n1nnc(-c2ccc(-c3ccc(OC)cc3)cc2)n1 (stereo unspecified) | -19% | 10% | 1% | -13% | 9% | 2% | 10 | -31%[inhibitor] | -5
C=CCC1NS(=O)(=O)OC2CCCC12 (stereo unspecified) | -7% | -17% | -7% | 10% | -4% | -1% | ? | 0% | -9
CN(C(=O)c1ccc(NC(=O)Cc2cccc(NC(=O)C3CCCN(C(=O)C4CCCC4)C3)c2)cc1)C1CC1 (stereo unspecified) | -21% | -1% | 9% | -3% | 2% | 5% | -16 | -3% | 0
Clc1cccc(-n2ncc3c(N4CCCCC4)ncnc32)c1 | i | -21% | ? | 15% | -2% | · | · | · | 2
COc1cccc(NC(=O)Cn2c(=O)cc(C)c3c(C)nn(-c4cccc(F)c4)c32)c1 | -32% | 4% | 22% | 3% | -14% | · | · | · | 1
CCCN(C(=O)CCl)C1=CCCCC1 | -7% | -23% | ? | -9% | 16% | 2% | -11 | -9% | 4
CCCCCN(C(=O)NC(=O)NC(C)CC)S(C)(=O)=O (stereo unspecified) | 2% | 25% | -1% | -12% | -2% | 1% | -16 | -8% | 11
COC(=O)c1ccc(CNC(=O)c2ccc3c(c2)OCCO3)cc1 | -3% | -1% | -4% | -19% | 15% | 13% | 7 | 3% | -4
CCOC(=O)c1sc(NC(=O)c2nc(SCC)ncc2Cl)c(C(=O)OCC)c1C | -20% | -16% | 13% | -8% | 3% | · | · | · | -11
Cc1cc(NC(=O)C2CCN(S(=O)(=O)c3c(C)noc3C)CC2)ccc1Br | -1%&-24% | -4%&-14% | -3%&-15% | 4%&16% | 1%&-14% | -3%&-1% | -1 | -4% | 2&-5
Cc1nonc1C1CCCN1C(=O)c1cc(COc2ccc(F)cc2Cl)on1 (stereo unspecified) | -30%[inhibitor] | -28% | ? | ? | -31% | -2% | 29 | 27% | 13
CCOc1ccc(NC(=O)c2cn3c4c(ccc(Cl)c4c2=O)OC(C)C3)cc1 (stereo unspecified) | -13% | 10% | 8% | 22% | 5% | · | · | · | -9

These rows are one share of the data. The share of hits here may be higher or lower than overall.
